Screening results (PubChem BioAssay)
mcGAS inh = mouse cGAS inhibition by luminescence. actives 0.15% (n = 160,000). Q8C6L5. inhibition, % at 12.5 µM. recombinant cGAS, Kinase-Glo ATP depletion luminescence. AID 1259399;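 further: 0% = negative control wells and 100% = reference inhibitor with no enzyme activity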
hcGAS lum = blocks human cGAS activity; Q8N884; recombinant h-cGAS, ATP depletion, Kinase-Glo luminescence; inhibition, % at 12.5 µM; actives 0.081% (n = 290,000); AID 1259398;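 further: 0% = vehicle reaction and 100% = reaction without DNA for no activity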
Target sequence (Q8N884 whole entry, looked up): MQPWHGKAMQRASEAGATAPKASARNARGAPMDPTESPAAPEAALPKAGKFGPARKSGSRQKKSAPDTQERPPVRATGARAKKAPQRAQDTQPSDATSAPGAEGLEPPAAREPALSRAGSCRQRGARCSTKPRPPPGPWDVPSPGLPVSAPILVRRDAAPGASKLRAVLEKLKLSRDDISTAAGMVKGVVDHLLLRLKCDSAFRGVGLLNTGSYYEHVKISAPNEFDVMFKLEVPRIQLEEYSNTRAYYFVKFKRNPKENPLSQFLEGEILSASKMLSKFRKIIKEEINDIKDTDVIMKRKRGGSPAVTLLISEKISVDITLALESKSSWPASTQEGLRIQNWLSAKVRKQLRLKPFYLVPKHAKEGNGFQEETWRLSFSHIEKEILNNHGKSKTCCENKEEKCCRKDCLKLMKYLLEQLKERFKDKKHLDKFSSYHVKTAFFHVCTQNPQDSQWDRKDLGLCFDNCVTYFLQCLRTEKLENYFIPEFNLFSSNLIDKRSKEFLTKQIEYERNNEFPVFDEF
NPYLR7 agonist = mosquito NPYLR7 agonism; HEK293T NPYLR7/Galpha15, GCaMP6s calcium fluorescence; activation, % at 10 µM; actives 0.15% (n = 270,000); AID 1259423; in the data active means activation above about 40%;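 further: 0% = vehicle and 100% = reference agonist at the receptor; some compounds past the cut are filed as inactive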
An asterisk follows results filed as active; & = joins results of further samples. Unless noted, no stated cut-off is given here; in the data, active means inhibition above about 40%; inactive means the rest.

Results for Cc1nc2ncnn2c(C)c1CCC(=O)NCC1CC1c1ccccc1 (stereo not drawn) ?
hcGAS lum: -8; NPYLR7 agonist: 1

Results for O=C(NCCN1CCN(c2ncccn2)CC1)c1cccc2ccnn12 ?
hcGAS lum: -7; NPYLR7 agonist: 18

Results for OCc1ccccc1O[C@@H]1O[C@H](CO)[C@@H](O)[C@H](O)[C@H]1O ?
hcGAS lum: -2; NPYLR7 agonist: -8

What do the screens show for `COC(=O)Oc1ccccc1C(=O)O`?
mcGAS inh: -2; hcGAS lum: 0; NPYLR7 agonist: -6

Results for CCCCNC(=O)CSc1nc(Cl)cc(N2CCN(c3cccc(Cl)c3)CC2)n1 ?
mcGAS inh: -4; hcGAS lum: 1; NPYLR7 agonist: 22

Results for COc1cc(CN2CCC(Cc3nncn3-c3ccccc3)CC2)ccc1O ?
mcGAS inh: -1; hcGAS lum: 1; NPYLR7 agonist: 1

What do the screens show for `Cc1csc(C(C#N)C(=O)Nc2cccnc2Cl)n1` (stereo not drawn)?
mcGAS inh: -4; hcGAS lum: 2; NPYLR7 agonist: 2

How did O=C(Nc1cc(CC2CCCCC2)[nH]n1)C1CCS(=O)(=O)C1 (stereo not drawn) do in these assays?
hcGAS lum: -7; NPYLR7 agonist: 1

How did CSCCC(=O)Nc1cc(C(C)(C)C)nn1-c1ccc(Br)cc1 do in these assays?
mcGAS inh: -2; hcGAS lum: -2; NPYLR7 agonist: -12

Results for O=C(Nc1ccc(N2CCCCC2)c(C(=O)NCCc2ccccc2)c1)c1ccc(Cl)c(Cl)c1 ?
mcGAS inh: -5; hcGAS lum: -7; NPYLR7 agonist: -1

What do the screens show for `O=C(CCCn1ccnc1)N1CCOC(c2ccc(Cl)c(Cl)c2)C1` (stereo not drawn)?
hcGAS lum: -3; NPYLR7 agonist: 4

Results for CCN(CC)CCNc1cc(C)nc(C)n1 ?
mcGAS inh: -8; hcGAS lum: -5; NPYLR7 agonist: 4

How did COc1cccc(C2CNC(=O)c3nc(-c4ccc(O)c(OC)c4)[nH]c3C2)c1 (stereo not drawn) do in these assays?
hcGAS lum: -12; NPYLR7 agonist: -4

Results for CS(=O)(=O)N1CCCCC1CCc1ccccc1 (stereo not drawn) ?
mcGAS inh: -14; hcGAS lum: -2; NPYLR7 agonist: 1

How did N#Cc1ccccc1/C=C/C(=O)N1CCCSc2ccccc21 do in these assays?
hcGAS lum: 19; NPYLR7 agonist: 6

How did O=C(c1ccsc1)N1CC[C@@H](c2ccc3ccccc3c2)[C@H](O)C1 do in these assays?
hcGAS lum: -1; NPYLR7 agonist: 20

Results for CS(=O)(=O)c1ccc(-c2ccc(Cn3ccnc3)cc2)cc1 ?
mcGAS inh: -18; hcGAS lum: -4; NPYLR7 agonist: 3

How did O=C(CS(=O)Cc1cccc(Cl)c1)NC1CCCC1 (stereo not drawn) do in these assays?
hcGAS lum: -10; NPYLR7 agonist: -2

Results for COc1ccc(NC(=O)c2cccnc2NC(C)C)cn1 ?
mcGAS inh: -2; hcGAS lum: -2; NPYLR7 agonist: 24

What do the screens show for `Cc1ccc(/C=N\Nc2nc(N3CCCCC3)nc(N3CCCCC3)n2)o1`?
mcGAS inh: 3; hcGAS lum: 5; NPYLR7 agonist: -17

What do the screens show for `Cc1cccc(C)c1NC(=O)N1CCSC1c1ccc(OCc2ccccc2)cc1` (stereo not drawn)?
mcGAS inh: 1; hcGAS lum: 1; NPYLR7 agonist: 5

What do the screens show for `Cc1cc(C=C(C#N)C(=O)OCC#N)c(C)n1CC(C)C`?
mcGAS inh: -6; hcGAS lum: -8; NPYLR7 agonist: 2

Results for CCOc1ccc(C(=O)Nc2cc(=O)n(C)c(=O)n2C)cc1 ?
mcGAS inh: -8; hcGAS lum: -10; NPYLR7 agonist: 7

Results for Cc1cnc(C)c(-c2cc(O)c3c(c2)CN(CCCn2ccnc2)CCO3)n1 ?
hcGAS lum: -4; NPYLR7 agonist: 5

How did O=C(NCc1ccco1)c1coc(CN(Cc2cccc(F)c2)Cc2cccc(C(F)(F)F)c2)n1 do in these assays?
mcGAS inh: -6; hcGAS lum: -3; NPYLR7 agonist: 22

How did Cc1ccc(NC(=O)NCCCn2ncccc2=O)cc1C do in these assays?
mcGAS inh: -12; hcGAS lum: -9; NPYLR7 agonist: -9

Results for Cc1ccc2oc(CN(Cc3cc(F)ccc3F)C(=O)c3ccc(F)c(F)c3)nc2c1 ?
mcGAS inh: -6; hcGAS lum: -3; NPYLR7 agonist: 5

How did CCc1nc2c(OC)cccn2c1N(C)C(=O)c1cccs1 do in these assays?
mcGAS inh: -3; hcGAS lum: -2; NPYLR7 agonist: 9

What do the screens show for `O=C(C1CCN(C2CCOCC2)CC1)N1CCN(c2ccncc2)CC1`?
mcGAS inh: -5; hcGAS lum: -1

How did CCN(CC)CCSc1nnc(N2CCN(c3ccc(F)cc3)CC2)s1 do in these assays?
mcGAS inh: -5; hcGAS lum: -7; NPYLR7 agonist: -3

In the list so far, 2 contain a thiophene ring, fused or not.
How did O=C(c1ccsc1)N1CC[C@@H](c2ccc3ccccc3c2)[C@H](O)C1 do in these assays?
hcGAS lum: -1; NPYLR7 agonist: 20

How did CCc1nc2c(OC)cccn2c1N(C)C(=O)c1cccs1 do in these assays?
mcGAS inh: -3; hcGAS lum: -2; NPYLR7 agonist: 9

Following part:
How did O=C(Cn1c(=O)oc2ccccc21)N1CCc2c([nH]c3ccccc23)C1c1ccccc1F (stereo not drawn) do in these assays?
mcGAS inh: -10&-3; hcGAS lum: -10&-5; NPYLR7 agonist: 12&-1

How did Cc1ccn2c(NC(=O)C3CCCCC3)c(-c3cc(F)ccc3F)nc2c1 do in these assays?
mcGAS inh: -3; hcGAS lum: -5; NPYLR7 agonist: -11

What do the screens show for `CC(C)C(C)NC(=O)CN1CCN(c2ccc(F)cc2)CC1` (stereo not drawn)?
hcGAS lum: -8; NPYLR7 agonist: 0

Results for N=c1oc2c([N+](=O)[O-])cc(N3CCCCC3)cc2cc1-c1nc2ccccc2s1 ?
mcGAS inh: -19; hcGAS lum: -43; NPYLR7 agonist: 7

Results for c1ccc(N2CCOCC2)c(CNCc2cccc3ccccc23)c1 ?
hcGAS lum: -5; NPYLR7 agonist: 9

What do the screens show for `CCC(C)N1CC23C=CC(O2)C(C(=O)O)C3C1=O` (stereo not drawn)?
hcGAS lum: -1; NPYLR7 agonist: 1

What do the screens show for `Cc1ccc(CNC(=O)C2CC(=O)N(c3ccc4c(c3)OCCO4)C2)cc1F` (stereo not drawn)?
hcGAS lum: 3; NPYLR7 agonist: 5

How did COc1ccc(OCC(=O)Nc2nc3c(C)ccc(Cl)c3s2)cc1 do in these assays?
hcGAS lum: 1; NPYLR7 agonist: 5

What do the screens show for `CCCCCOc1ccc(CN2C(=O)C(=O)c3cccc(C)c32)cc1OC`?
hcGAS lum: -9; NPYLR7 agonist: -1

Results for O=C(NC12CC3CC(CC(C3)C1)C2)C1CCN(c2cnccn2)CC1 ?
mcGAS inh: 2; hcGAS lum: 7

What do the screens show for `NC(=O)C1CCN(CC[C@H]2CN(C(=O)Nc3ccc(OC(F)(F)F)cc3)CC[C@H]2CC(=O)O)CC1`?
mcGAS inh: -2; hcGAS lum: 1; NPYLR7 agonist: -10

What do the screens show for `COC(=O)c1ccccc1NC(=O)N1CCc2ccccc2C1c1ccccc1Cl` (stereo not drawn)?
mcGAS inh: -1; hcGAS lum: 0; NPYLR7 agonist: 0

How did Oc1ccccc1C=Nn1c(-c2ccc(Cl)cc2Cl)n[nH]c1=S do in these assays?
mcGAS inh: 0; hcGAS lum: 1; NPYLR7 agonist: -8

What do the screens show for `O=C(Nc1cc2c(cc1Cl)OCO2)c1cc(=O)c2ccccc2o1`?
hcGAS lum: -5; NPYLR7 agonist: -2

How did COCc1ccc(C(=O)N2CCCC(N(C)Cc3ccccc3)C2)s1 (stereo not drawn) do in these assays?
hcGAS lum: -5; NPYLR7 agonist: 4

How did CC(NC(=O)c1ccccc1N1CCC(NC(=O)c2cccc(Br)c2)CC1)c1ccccc1 (stereo not drawn) do in these assays?
mcGAS inh: -5; hcGAS lum: -4; NPYLR7 agonist: 2

How did Cc1cc(N(C)C2CCCCC2)nc(SCc2ccc(C(=O)O)o2)n1 do in these assays?
mcGAS inh: -4; hcGAS lum: -3; NPYLR7 agonist: 10

What do the screens show for `Cc1nc(SC(C)C(=O)N(C)C(C)C)sc1C` (stereo not drawn)?
hcGAS lum: -3; NPYLR7 agonist: -10

How did O=C(Cn1nnc2ccccc21)N1CCOc2ccccc21 do in these assays?
mcGAS inh: -18; hcGAS lum: -2; NPYLR7 agonist: -2

How did O=C(CN1CSCC1=O)Nc1ccc2c(c1)-c1ccccc1C2 do in these assays?
mcGAS inh: -7; hcGAS lum: -4; NPYLR7 agonist: -2

Results for COC(=O)C1C(c2ccccc2)N1C(=O)c1ccc(-c2ccccc2)cc1 (stereo not drawn) ?
hcGAS lum: 7; NPYLR7 agonist: 4

How did CCCC(=O)OCC(O)CN(Cc1ccc2c(c1)OCO2)Cc1cc(C)ccc1C (stereo not drawn) do in these assays?
mcGAS inh: -5; hcGAS lum: -5; NPYLR7 agonist: 22

How did CCC(NC(=O)C(C)C(O)c1ccc(OC)cc1)c1cccs1 (stereo not drawn) do in these assays?
mcGAS inh: -12; hcGAS lum: -7; NPYLR7 agonist: 3

What do the screens show for `COC(=O)c1cc(CNC(=O)c2ccccc2F)cc(NC(=O)c2ccco2)c1`?
hcGAS lum: -6; NPYLR7 agonist: 7

Results for O=C(CCCn1cc([N+](=O)[O-])cn1)Nc1nccs1 ?
hcGAS lum: -6; NPYLR7 agonist: 0

What do the screens show for `O=C(CNC(=O)C(c1ccccc1)c1ccccc1)N=Nc1c(O)[nH]c2ccccc12`?
mcGAS inh: -8; hcGAS lum: -5; NPYLR7 agonist: 0

What do the screens show for `CC(c1noc(-c2[nH]c3ccc(F)cc3c2Cl)n1)n1ccnc1` (stereo not drawn)?
hcGAS lum: -9; NPYLR7 agonist: 2

What do the screens show for `CCOc1ccccc1C(=O)N1CC(=O)N(CCCc2ccccc2)CC(O)C1` (stereo not drawn)?
mcGAS inh: -3; hcGAS lum: 1; NPYLR7 agonist: 17

How did CCn1nc(C(=O)NCCCOCC2CC2)c2ccccc2c1=O do in these assays?
hcGAS lum: -11; NPYLR7 agonist: 22

What do the screens show for `Cc1cc(C(=O)Cn2cnc3sccc3c2=O)c(C)n1C(C)C`?
hcGAS lum: 0; NPYLR7 agonist: -2

What do the screens show for `CCOC(CNc1ncnc2sc3c(c12)CCC3)OCC`?
hcGAS lum: -1; NPYLR7 agonist: -4

What do the screens show for `CN(CCN1CCCCC1=O)C(=O)c1ccccc1C1CCNC1` (stereo not drawn)?
hcGAS lum: -8; NPYLR7 agonist: -4

Results for Cc1cc(C(=O)Nc2ccc(C(F)(F)F)cc2)no1 ?
mcGAS inh: 1; hcGAS lum: 2; NPYLR7 agonist: 0

What do the screens show for `CCNC(=O)NC(=O)C(C)OC(=O)C=Cc1ccc(Br)o1` (stereo not drawn)?
hcGAS lum: -7; NPYLR7 agonist: 7

How did CNC(=O)NC(=O)CSc1nc(N)c2c3c(sc2n1)CCCC3 do in these assays?
mcGAS inh: -10; hcGAS lum: -2; NPYLR7 agonist: 7

Results for Cc1ccc(-c2noc(CN3CCN(C(=O)C4CC4C)CC3)n2)cc1 (stereo not drawn) ?
hcGAS lum: -7; NPYLR7 agonist: 9

What do the screens show for `COc1ccc(OC)c(CC(=O)N2CCN(Cc3cc(=O)c(OCc4ccc(-c5ccccc5C#N)cc4)co3)CC2)c1`?
mcGAS inh: -5; hcGAS lum: -1; NPYLR7 agonist: 17

Results for Cc1ccc(-c2cnn(C(C)(C)C(=O)NCCc3ccccc3)c2)c(C)c1 ?
mcGAS inh: -7; hcGAS lum: -4; NPYLR7 agonist: -14

Entries from the list above that have a nitro group on carbon, in the order listed:
Results for N=c1oc2c([N+](=O)[O-])cc(N3CCCCC3)cc2cc1-c1nc2ccccc2s1 ?
mcGAS inh: -19; hcGAS lum: -43; NPYLR7 agonist: 7

Results for O=C(CCCn1cc([N+](=O)[O-])cn1)Nc1nccs1 ?
hcGAS lum: -6; NPYLR7 agonist: 0

3 compounds picked at random from those above, as already listed:
Results for Cc1cc(C(=O)Nc2ccc(C(F)(F)F)cc2)no1 ?
mcGAS inh: 1; hcGAS lum: 2; NPYLR7 agonist: 0

How did CNC(=O)NC(=O)CSc1nc(N)c2c3c(sc2n1)CCCC3 do in these assays?
mcGAS inh: -10; hcGAS lum: -2; NPYLR7 agonist: 7

What do the screens show for `CN(CCN1CCCCC1=O)C(=O)c1ccccc1C1CCNC1` (stereo not drawn)?
hcGAS lum: -8; NPYLR7 agonist: -4
